Assay outcomes deposited in PubChem by National Center for Advancing Translational Sciences (NCATS).
AMA1 RON2 block – qHTS for Inhibitors of AMA1-RON; Towards Development of Antimalarial Drug Lead: Primary Screen; AlphaScreen AMA1-biotinylated RON2 peptide binding; 360,000 compounds, 0.2% hits; Plasmodium falciparum AMA1 (3D7) - RON2 peptide interaction; Potency, µM (series often up to 58.2 µM), without a hit: top-dose activity change, negative = inhibition, hits mostly inhibitors; AID 720542, 2013;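 note: potency is the fitted concentration of half-maximal effect; 0% = vehicle wells and -100% = peptide control; nearly all actives have a fitted effect of over 45% in size; some results filed as inactive show a strong effect at the top dose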
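AMA1 (3D7) with his tag at 25 nM final met compounds first, then biotinylated RON2 peptide at 25 nM; detection used donor plus acceptor beads, 10 µg/mL apiece, read by AlphaScreen after 30 min at room temperature.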
HCV inhibitor – qHTS Assay for Inhibitors of Hepatitis C Virus (HCV); Huh7.5.1 HCVcc-Cre infection, luciferase reporter, 44 h; Potency, µM (highest dose often 41.8 µM), inactives show at the highest dose activity change, negative = inhibition, hits mostly inhibitors; 340,000 compounds, 3.4% hits; AID 651820, 2012; note: potency is the fitted concentration of half-maximal effect
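After 44 h co-culture of compound, cells and HCVcc-Cre (~0.5 moi), substrate is added for 15 min at room temperature and luciferase measured over 15 sec. Cells were seeded at 1,000/well and pre-cultured 4 h.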
AmpC inh detg – qHTS Inhibitors of AmpC Beta-Lactamase (assay with detergent); P00811; AmpC hydrolysis of nitrocefin, absorbance 480 nm, 0.01% Triton; Potency, µM (series often up to 114 µM), without a hit: at the highest dose activity change, negative = inhibition, usual class: inhibitors; 370,000 compounds, 0.041% hits; AID 485294, 2010;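 note: potency is the fitted concentration of half-maximal effect; 0% = no-compound wells and -100% = no-enzyme wells; nearly all actives have a fitted effect of over 25% in size; some results filed as inactive show a strong effect at the top dose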
Target sequence (P00811 whole entry, looked up): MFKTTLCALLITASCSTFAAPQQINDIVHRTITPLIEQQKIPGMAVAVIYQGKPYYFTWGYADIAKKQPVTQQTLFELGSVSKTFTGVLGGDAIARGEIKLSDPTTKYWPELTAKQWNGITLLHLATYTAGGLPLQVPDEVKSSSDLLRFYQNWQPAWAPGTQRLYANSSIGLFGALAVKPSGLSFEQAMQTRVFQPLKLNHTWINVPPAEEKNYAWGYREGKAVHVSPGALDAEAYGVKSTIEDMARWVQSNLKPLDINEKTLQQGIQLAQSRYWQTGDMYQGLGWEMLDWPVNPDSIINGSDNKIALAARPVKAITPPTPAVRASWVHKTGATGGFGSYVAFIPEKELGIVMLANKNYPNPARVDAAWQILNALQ
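20 mM phosphate pH 7.0 + 0.01% (detergent screen) or 0.0001% Triton X-100; 5.3 nM AmpC reagent; cpd preinc 15 min RT; nitrocefin (800 uM stock) to start; A480 q20 s × 4 min; Activity was normalised to no-enzyme and no-compound control wells.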
Sm TGR inh – qHTS Assay for the Inhibitors of Schistosoma Mansoni Peroxiredoxins | 360,000 compounds, 3% hits | Potency, µM (highest dose often 114 µM), for the others: at the top dose activity change, negative = inhibition, actives largely listed as inhibitors | purified TGR, DTNB reduction, TNB absorbance 405 nm | AID 485364, 2010 | Schistosoma mansoni thioredoxin glutathione reductase (TGR), Q962Y6; note: potency is the fitted concentration of half-maximal effect; nearly all actives have a fitted effect of over 60% in size
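TGR 20 nM + NADPH 100 uM (dispensed conc.), cpd preinc 15 min RT; start with NADPH (500 uM addition) then DTNB (15 mM addition). Kinetic TNB absorbance, 405 nm filter. Four-parameter Hill fit across titration.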
Giardia FBPA inh – qHTS Assay for Inhibitors of Fructose-1,6-bisphosphate Aldolase from Giardia Lamblia; A8B2U2; 290,000 compounds, 0.71% hits; purified Giardia FBPA; AID 2451, 2010; Potency, µM (highest dose often 59.6 µM), for the others: top-dose activity, negative = inhibition, actives largely listed as inhibitors; note: potency is the fitted concentration of half-maximal effect; nearly all actives have a fitted effect of over 55% in size
Target sequence (A8B2U2 whole entry, looked up): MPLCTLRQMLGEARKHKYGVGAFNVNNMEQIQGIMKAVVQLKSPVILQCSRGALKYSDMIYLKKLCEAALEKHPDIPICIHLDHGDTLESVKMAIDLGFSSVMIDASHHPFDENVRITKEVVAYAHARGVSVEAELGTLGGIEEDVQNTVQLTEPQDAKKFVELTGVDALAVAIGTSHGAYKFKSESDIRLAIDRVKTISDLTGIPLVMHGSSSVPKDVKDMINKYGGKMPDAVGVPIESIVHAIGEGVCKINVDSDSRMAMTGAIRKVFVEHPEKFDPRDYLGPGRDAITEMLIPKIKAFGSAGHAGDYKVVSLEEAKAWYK
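40 nM FBPA preincubated 10 min at RT with compound (up to 57.5 uM final), then substrate plus GAPDH/TPI/NAD/arsenate coupling and diaphorase/resazurin added. Fluorescence read after 20 min at RT, 525/598 nm.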
HCMV antiviral – qHTS Assay for inhibitors of the human cytomegalovirus (HCMV); HFF cells, HCMV-luciferase reporter, 72 h; stronger effect = lower value; activity change, negative = inhibition, % at 57.5 µM; 410,000 compounds, 4.5% hits; AID 1259415, 2018; in the data active = activity change below about -60%; inconclusive = no clear call, values can overlap the other calls; inactive = above about -39%
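Luciferase read-out from HCMV-luciferase-infected HFFs (MOI 1 PFU/cell) 72 h post infection at 37C; compounds added after 16 h cell attachment; activity normalized between buffer-only basal and Salinomycin (10uM) inhibitor controls.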
Starred values were filed as active, the others as inactive; ? = inconclusive; · = no result given; & = joins results of further samples; [ ] = dose if it differs, or a comment. Unless noted, calls come from the whole dose curve; as a rule, active = well fitted curve in the direction sought with a large enough effect; inconclusive = small, poorly fitted or top-dose-only effect, or another doubt; inactive = no such curve, though single readings can be large; an effect the other way counts as inactive or inconclusive. Unless noted, % is set by controls: 0 for no effect and ±100 for the full control effect.

Structure,HCV inhibitor,AmpC inh detg,HCMV antiviral,Sm TGR inh,Giardia FBPA inh,AMA1 RON2 block
CCCC(=O)Nc1ccccc1Sc1ncnc2scc(-c3ccccc3)c12,-19%,-6%,-34,0%,6%,4%
Cc1cc(NC(=O)CSc2nnc(Cc3ccccc3)n2C)no1,-3%,0%,15,4%,1%,16%
COC(=O)CN1C(=O)C(C)(C)c2cc(S(=O)(=O)Nc3ccc(Br)cc3F)ccc21,·,-3%,-13,-2%,·,·
Cc1ccc2c(c1)c1ccc3c(c1n2C)C(=O)C=CC3=O,11µM*,-3%,?,2.5µM*,?,-26%
CC1=CC=CN2C1=NC(=O)CC2(C)C(=O)N(CC(=O)NC1CCCC1)c1cc(C)cc(C)c1 (configuration not stated),-5%,2%,-38,2%,3%,-1%
COc1cc2c(cc1OC)C1(CCCC1)CNC2c1ccc([N+](=O)[O-])cc1 (configuration not stated),-8%,?,11,-1%,-9%,-21%
COc1cccc(C2CC(c3c(F)cccc3Cl)n3nc(N)nc3N2)c1 (configuration not stated),7%&27%,5%,81,0%,1%,9%
OC(CN1CC=C(/C=C/c2ccc(Br)cc2)CC1)c1ccccc1 (configuration not stated),?,-3%,10,?,?,-2%
COc1ccccc1NS(=O)(=O)c1ccc(NN=C2CCCCC2)c([N+](=O)[O-])c1,?,2%,-16,-9%,0%,?
Cc1ccc(S(=O)(=O)Cn2nnnc2C(C(C)C)N2CCN(c3nc4ccccc4s3)CC2)cc1 (configuration not stated),?,-4%,-12,-4%,3%,-2%
O=C(Nc1ccon1)c1ccc(Cl)s1,4%,3%,17,0%,10%,-10%
CC1CCCC(NC(=O)COC(=O)Cc2ccc(Cl)cc2)C1C (configuration not stated),7%,·,-8,·,·,-7%
CC1CCN(C(=O)CSc2nc3c(cnn3-c3ccccc3)c(=O)[nH]2)CC1,9%,-4%,31,-7%,1%,3%
COC(=O)c1ccc(C(=O)OC)c(NC(=O)CSCC(=O)O)c1,14%,-6%,13,12%,2%,-9%
COc1ccc(OC)c(S(=O)(=O)Nc2cccc(O)c2)c1,18%,·,3,·,·,-12%
O=C1CSC(=S)N1N=Cc1c(O)ccc2ccccc12,?,·,30,·,·,20%
COc1cc(C(=O)NCCN2CCCC2)cc(OC)c1OC,6%,-1%,13,2%,-12%,2%
O=c1cc(CCl)nc2scc(-c3ccccc3)n12,-16%,1%,-34,18µM*,-11%,-2%
CC(=NNC(=O)c1ccc2nc[nH]c2c1)c1ccc(Br)cc1,-2%,·,26,·,·,80%[activator]
O=C(Nc1ccc(N2CCCCC2)cc1)c1ccc(F)cc1F,-7%,-2%,-35,0%,0%,-16%
O=C1C(=O)N(O)C2CCCCC2N1O (configuration not stated),41%[activator],?,-31,-8%,?,19%
COc1ccc(CCNC(=O)c2cc3c(s2)-c2c(C)cccc2OC3)c(OC)c1,·,25%,-28,6%,·,·
COc1ccc(N(C(=O)c2ccncc2)S(=O)(=O)c2cccs2)cc1,6%,2%,-15,25µM*,-3%,0%
Cc1ccc(S(=O)(=O)N(C)C)cc1NC(=O)Nc1c(-c2ccccc2)noc1C,13%,3%,-28,2%,-3%,-1%
O=C(NCc1ccco1)c1ccc(Cn2c(=O)c3sccc3n(Cc3cccc(F)c3)c2=O)cc1,?,?,-61*,-11%,4%,-7%
O=C(O)c1cc([N+](=O)[O-])ccc1Nc1ccccc1,13%,-12%,-36,-12%,-9%,11%
Cc1ccc(C)c(CSc2nnc(C)c(=O)n2N)c1,12%,-6%,8,2%,1%,-6%
CC(=O)c1ccc(Oc2cc(C)nc(N3CCOCC3)n2)cc1,?,-13%,23,5%,-15%,-4%
O=C(Oc1ccc(-c2csnn2)cc1)C1CC1,14%,-4%,3,-6%,3%,-6%
COc1ccc(S(=O)(=O)NCC(c2cccnc2)N2CCN(c3ccccc3)CC2)cc1C (configuration not stated),?,-4%,16,?,-1%,-13%
CC(=O)Oc1ccc(C(=O)OCC(=O)c2c(N)n(C)c(=O)n(C)c2=O)cc1OC(C)=O,9%,-14%,-26,-20%,3%,1%
CN(CC(=O)N1CCc2ccccc21)S(=O)(=O)c1cccc2cccnc12,-2%,?,?,3%,0%,-2%
Cc1ccc(C)c(NC(=O)COC(=O)CCC(=O)c2cccs2)c1,1%,?,-32,-7%,6%,-5%
CCCCOC(=O)c1ccc(OC(=O)c2sc3ncn(Cc4cccc(F)c4)c(=O)c3c2C)cc1,·,-6%,-1,9%,·,·
CC(=O)Nc1ccc(NS(=O)(=O)c2ccc3ccccc3c2)cc1,-8%,-1%,-10,-14%,1%,-2%
COc1ccc2[nH]c3c(=O)n(Cc4ccc(C(=O)NCC5CCCO5)cc4)c(=S)[nH]c3c2c1 (configuration not stated),5%,3%,12,-14%,3%,75%[activator]
CC(=O)Nc1ccc(Oc2nc(C)cc(C)n2)cc1,15%,?,-4,-4%,4%,-4%
Fc1ccc(N2CCN(c3nc4ccccc4c4nc(-c5ccccc5)nn34)CC2)cc1,·,19%,-25,-1%,·,·
COc1cc(N=CC2=C(O)c3ccccc3C2=O)cc(OC)c1,24%,-9%,?,-11%,-8%,-11%
COc1cc(/C=C/C(=O)OCC(=O)NC(=O)NC(C)(C)C)ccc1OCC#N,?,-6%,58,-20%,-5%,-17%
Cc1ccc(CN(C(=O)Cn2nnc3ccccc32)C(C(=O)NCc2ccco2)c2cccs2)cc1 (configuration not stated),?,-12%,8,0%,-10%,-16%
CCOC(=O)c1cnn(-c2ccc(C)cc2)c1N,3%,-11%,23,3%,-2%,4%
COC(=O)c1sccc1NC(=O)CSc1ccccc1NS(=O)(=O)c1ccc(Br)cc1,?,-11%,82,-5%,-16%,8%
O=C(Nc1cccc(-c2nc3cc(Cl)ccc3o2)c1)c1cc([N+](=O)[O-])ccc1N1CCOCC1,·,0%,-63*,-2%,·,·
CS(=O)(=O)c1cccc(-c2csc(N3CCC(C(N)=O)CC3)n2)c1,·,?,19,-3%&1%,·,·

In the list so far, three have an NH in an aromatic ring:
Structure,HCV inhibitor,AmpC inh detg,HCMV antiviral,Sm TGR inh,Giardia FBPA inh,AMA1 RON2 block
CC1CCN(C(=O)CSc2nc3c(cnn3-c3ccccc3)c(=O)[nH]2)CC1,9%,-4%,31,-7%,1%,3%
CC(=NNC(=O)c1ccc2nc[nH]c2c1)c1ccc(Br)cc1,-2%,·,26,·,·,80%[activator]
COc1ccc2[nH]c3c(=O)n(Cc4ccc(C(=O)NCC5CCCO5)cc4)c(=S)[nH]c3c2c1 (configuration not stated),5%,3%,12,-14%,3%,75%[activator]

Following part
Structure,HCV inhibitor,AmpC inh detg,HCMV antiviral,Sm TGR inh,Giardia FBPA inh,AMA1 RON2 block
CCNc1nnc(-c2ccncc2)s1,13%,2%,57,8%,5%,1%
CC(=O)c1cccc(NC(=O)COc2ccccc2C(=O)c2cc(C#N)c(=O)n(C3CCCCC3)c2)c1,-17%,-4%,6,-6%,0%,2%
COc1cc(/C=N/NC(=O)C(=O)NCC2CCCO2)cc(Cl)c1O (configuration not stated),7%,3%,0,-8%,-11%,34%[activator]
CC1=CC(=O)O[C@@H]1[C@@]1(C)C[C@H]2OC(=O)C[C@H]3[C@@H](C)C(=O)C(O)=C1[C@@]23CO,?,-7%,?,-19%,·,9%
Cc1[nH]n(C(N)=S)c(=O)c1N=Nc1cc(-c2ccc(Br)cc2)[nH]n1,13%,-14%,60,-9%,3%,74%[activator]
CC1=C(C(=O)N2CCOCC2)C(c2c(F)cccc2F)NC(=O)N1 (configuration not stated),17%,-5%,-35,0%,0%,1%
COc1ccc(N2C(=O)CCC(C(=O)NCc3ccccn3)C2c2ccc(OC)c(OC)c2)cc1 (configuration not stated),8%&10%,?,87,-1%,6%,34%[activator]
CCOC(=O)c1c(N)c(C#N)c2n1CCCC2,0%,-5%,-28,-1%,-3%,-5%
O=C(c1ccc(C23CC4CC(CC(C4)C2)C3)o1)N1CCOCC1,-11%,0%,-31,-10%,-2%,-12%
CCOC(=O)C1=C(c2ccccc2)NC(=S)NC1c1ccc(Cl)c([N+](=O)[O-])c1 (configuration not stated),?,-1%,·,-8%,-7%,·
CCc1nc(NC(C)(C)C)c2cnn(-c3ccccc3)c2n1,?,1%,?,-3%,-10%,1%
COc1ccc([C@H]2CC(=O)C=C(c3cccc(C(F)(F)F)c3)C2)cc1,?,0%,-3,-1%,·,-6%
CCN(C(=O)COC(=O)c1cc(S(=O)(=O)N2CCOCC2)c(Cl)cc1Cl)C1CCS(=O)(=O)C1 (configuration not stated),7%,-9%,?,-6%,7%,-2%
COc1ccc(CNC(=O)C2(C)Cc3ccccc3C(=O)O2)cc1 (configuration not stated),2%,-2%,0,·,-9%,-2%
CCN1C(=O)/C(=C\c2cccc(OC(=O)c3ccco3)c2)SC1=S,16%,1%,3,3%,·,-6%
CCOC(=O)c1c(NS(=O)(=O)Cc2ccccc2)sc2c1CCCC2,-19%,-12%,1,-34%,11%,28%
CCOn1c(SC(C)C)nc2ccccc2c1=O,4%,-1%,-18,-25%,7%,32%[activator]
COC(=O)c1ccc(S(=O)(=O)N2CCCCC2)o1,10%,?,4,0%,3%,-13%
CCc1nonc1NC(=O)c1oc2cc(C)c(C)cc2c1C,?,2%&18%,-35&58,6%&-2%,·,10%
COc1ccc(CCNC(=O)C2CCCN(S(=O)(=O)c3ccc(F)cc3)C2)cc1 (configuration not stated),?,-1%,-34,89µM*,·,-8%
COc1ccc(C(=O)O/N=C(\N)c2ccncc2)cc1OC,1%,-6%,-13,1%,-1%,-20%
CCOC(=O)c1[nH]cnc1C(=O)NC1CCCCC1,14%,?,13,1%,-6%,35%[activator]
C=CCOc1ccc(-c2nc3c(c(=O)[nH]c(=O)n3Cc3ccccc3)n2CCCOC)cc1,3%,-7%,4,-3%,8%,-2%
